# Thrombin inh: human alpha-thrombin inhibitors, primary screen, counter-screen for coagulation protease inhibitor project, biochemical, 1536-well, fluorogenic AMC substrate; Boc-VPR-AMC fluorogenic substrate cleavage; inhibition, % at 5 µM; 0.26% of 220,000 active; Prothrombin (Homo sapiens), P00734;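 active = inhibition at or above 40%; inactive = inhibition below 40%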;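 note: 0% = enzyme with no compound and 100% = wells without enzyme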
#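 Material: human alpha-thrombin enzyme / Medium: pH 7.5 Tris (50 mM) with NaCl 150 mM, Tween 20 0.05% / Compound: single-point dosing at 5 µM, 0.2% DMSO / Incubation: enzyme reaction carried out at room temperature / Detection: AMC fluorescence, 355/460 nm / Read-out basis: percent inhibition scaled between no-compound controls and no-enzyme blanks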
# FXIa inh 1536: human FXIa protease inhibitors, primary screen, biochemical, 1536-well; Coagulation factor XI (Homo sapiens), P03951; purified FXIa, Boc-Glu-Ala-Arg-AMC fluorogenic substrate; inhibition, % at 5 µM; 0.14% of 220,000 active; AID 798, 2007;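 active = inhibition of at least 40%; inactive = inhibition below 40%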;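 note: fluorescence of freed AMC excited at 355 nm; 0% = enzyme without compound and 100% = no enzyme blank; many of its hits are not listed in these tables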
# Furin inhibitor: human furin inhibitors, primary screen, biochemical, fluorescence intensity. P09958. purified furin, fluorogenic substrate cleavage. inhibition, % at 30 µM. 0.061% of 220,000 active. AID 463115, 2010; in the data active = inhibition above about 25%; note: inactives centre near -15
# PERK inhibitor: block of dimerizer-induced PERK translation repression, primary screen, PERK inhibitor project, CHO PERK-DD cells, SEAP luminescence, HTS. inhibition, % at 5.6 µM. 0.17% of 220,000 active. AID 1416, 2008. CHO PERK-DD fusion, SEAP luminescence translation reporter. Eukaryotic translation initiation factor 2-alpha kinase 3 (Homo sapiens), Q9NZJ5;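 active = inhibition above the mean inhibition of all tested compounds plus 3 SD, set separately per screening campaign, cut at about 2.9% in these data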;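 note: PERK kinase domain activated by AP20187 dimerizer at 100 nM; 0% = DMSO with dimerizer and 100% = rapamycin at 8.4 µM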
# m-calpain inh: inhibitors of pig calpain II, primary screen, biochemical, fluorogenic peptide substrate, 1536-well. purified calpain II, 30 min. inhibition, % at 16 µM. 0.37% of 220,000 active. AID 1236, 2008;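 active = inhibition above about 50%, limit read from the data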
# FXIIa inh: human FXIIa protease inhibitors, primary screen, biochemical, 1536-well; Coagulation factor XII (Homo sapiens), P00748; purified FXIIa, Boc-QGR-AMC fluorogenic substrate, 2 h; inhibition, % at 5 µM; 0.3% of 220,000 active; in the data active = inhibition above about 40%;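 note: 0% = enzyme with no compound and 100% = blank without enzyme; many of its hits are not listed in these tables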
# Target sequence (P00748 20-372 limits assumed): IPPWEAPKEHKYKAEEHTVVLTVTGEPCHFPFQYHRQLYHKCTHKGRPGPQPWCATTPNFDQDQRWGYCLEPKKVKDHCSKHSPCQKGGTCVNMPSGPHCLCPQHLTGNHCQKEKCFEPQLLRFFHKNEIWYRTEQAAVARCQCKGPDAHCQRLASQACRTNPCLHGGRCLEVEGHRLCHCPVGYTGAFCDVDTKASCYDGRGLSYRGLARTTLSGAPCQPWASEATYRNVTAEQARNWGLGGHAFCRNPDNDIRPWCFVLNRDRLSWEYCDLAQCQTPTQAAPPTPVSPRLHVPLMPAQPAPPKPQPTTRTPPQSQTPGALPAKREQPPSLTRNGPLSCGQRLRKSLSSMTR
# Target sequence (P00748 373-615 limits assumed): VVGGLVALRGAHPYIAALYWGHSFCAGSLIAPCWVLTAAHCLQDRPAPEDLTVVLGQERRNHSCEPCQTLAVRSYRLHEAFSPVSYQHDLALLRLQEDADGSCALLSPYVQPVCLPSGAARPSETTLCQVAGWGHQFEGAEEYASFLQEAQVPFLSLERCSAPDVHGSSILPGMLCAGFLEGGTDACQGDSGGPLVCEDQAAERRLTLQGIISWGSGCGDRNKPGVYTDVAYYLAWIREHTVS
# KCC2 mod: KCC2 cotransporter modulators, thallium flux, primary screen, cell-based, HEK293 KCC2, FluoZin-2 fluorescence, MLSMR. 2.2% of 190,000 active. B-score of Tl+ flux slope (higher = more flux/activation; lower = inhibition) at 10 µM. AID 1456, 2008. KCC2 cells, thallium flux FluoZin-2 fluorescence. Solute carrier family 12 member 5 (Homo sapiens), Q9H2X9;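 active = thallium flux slope and its plate-corrected score both differing from the plate sample mean at a set confidence after two filtering rounds, in either direction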;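 note: slope of fluorescence scaled to starting intensity during 10 to 20 s after thallium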
# Rad51 HR inh: human RAD51 strand exchange inhibitors, primary screen, biochemical, fluorescence. hRad51 DNA strand exchange, fluorescence dequenching. inhibition, % at 10 µM. DNA repair protein RAD51 homolog 1 (Homo sapiens), Q06609. AID 1385, 2008. 0.085% of 200,000 active;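 active = inhibition above 40% at the single screening dose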;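 note: 0% = DMSO control wells and 100% = blanks with heterologous ssDNA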
#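 Material: human Rad51–ssDNA filaments; Probe or stimulus: labelled 47-mer dsDNA for strand exchange; Doses: single 10 µM dose; Incubation: 37 °C 15-min filament assembly, 30-min compound preincubation, 15-min exchange; Technique: FRET fluorescence dequenching, excitation 485 nm, emission 520 nm; Measure: Fluorescence-based percent inhibition, control- and blank-normalised; Benchmarks: plate control and blank wells.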
# KLK5 inh: human KLK5 protease inhibitors, primary screen, biochemical, 1536-well; Kallikrein-5 (Homo sapiens), Q9Y337; recombinant hK5, fluorogenic AMC substrate cleavage; inhibition, % at 5 µM; 0.59% of 210,000 active; AID 873, 2007;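 active = inhibition of 40% or more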;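 note: 0% = enzyme controls without compound and 100% = no-enzyme blanks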
# Target sequence (Q9Y337 67-293 limits assumed): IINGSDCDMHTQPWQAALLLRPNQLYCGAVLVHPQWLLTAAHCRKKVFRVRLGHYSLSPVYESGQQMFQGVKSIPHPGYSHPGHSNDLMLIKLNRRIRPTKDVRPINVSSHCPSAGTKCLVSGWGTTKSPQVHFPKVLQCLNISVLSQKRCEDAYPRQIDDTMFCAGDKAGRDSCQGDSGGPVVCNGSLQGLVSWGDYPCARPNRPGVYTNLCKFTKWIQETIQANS
# An asterisk follows results filed as active; / = not tested or not shown; [ ] = dose if it differs, or a comment. Only part of the results is shown, so the mix of outcomes need not match the whole.
SMILES,Thrombin inh,FXIa inh 1536,Furin inhibitor,PERK inhibitor,m-calpain inh,FXIIa inh,KCC2 mod,Rad51 HR inh,KLK5 inh
COc1ccc(N(C)C(=O)c2ccc3snnc3c2)cc1,-5,2,7,0.2,-2,12,-0.41,1,2
Cc1ccccc1OCCNC(=O)/C=C/c1ccccc1,5,3,-12,0.7,23,10,-1.2,/,-4
O=C(CN1CCN(c2ccccn2)CC1)NCCc1ccccc1,2,-1,-21,-0.8,20,1,/,9,-3
O=C(O)C1=C[C@@H](c2coc3ccccc3c2=O)C[C@@H](OCc2ccc(CO)cc2)O1,-10,-4,-14,0.8,11,1,0.24,-3,-3
CCCCC(=O)NC(=S)Nc1cccc(NC(=O)c2ccccc2)c1,-8,-3,-21,-0.9,18,3,-1.3,3,-3
CN(c1ccc(C(=O)NCCSCc2ccco2)cc1)S(C)(=O)=O,0,-1,-7[20 µM],1.3,-13,0,-0.042,-2,-17
O=C(/C=C/c1ccc(F)cc1)N1CCCN(C(=O)/C=C/c2ccc(F)cc2)CC1,-13,-7,-13,-0.6,20,1,-0.8,-4,-4
O=S(=O)(c1ccc(Cl)cc1)c1cnc2ccccc2n1,-1,5,-14,0.2,18,3,0.77,4,-1
CC(C)c1ccc(C(=O)CSc2ncn[nH]2)cc1,2,0,-18,1.1,-10,13,0.018,-5,5
CCOC(=O)c1cnc(-n2nc(C)cc2C)nc1NNc1ncc(-c2ccccc2)cn1,0,-4,-10,0.1,-3,3,8.5*,13,-29
COCCCNS(=O)(=O)c1ccc2[nH]c(=O)[nH]c2c1,-3,1,-3,1.0,-20,4,-0.38,/,-2
COc1ccc(OCC(=O)Nc2cc(-c3nn(C)c(=O)c4ccccc34)ccc2OC)cc1,-10,-5,-25[20 µM],0.3,-9,-16,-0.28,-2,0
COCCn1c(SCc2cc(=O)n3cc(C)ccc3n2)nc2ccccc2c1=O,-7,-7,-21,0.3,-63,/,1.5,-4,-2
CCCCSCCCNC(=O)Nc1ccc(C)c(C)c1,-2,-6,-18,0.5,34,16,-0.052,7,-26
O=C(Nc1nnc(COc2ccc(F)cc2)s1)Nc1ccccc1F,19,11,-1,0.2,1,13,0.46,-6,7
CCc1ccc(NC(=O)C(=O)N/N=C(\C)CC(=O)Nc2ccc(OC)cc2)cc1,-4,-4,-19,1.7,0,7,0.3,-4,-5
O=C(N/N=C/c1ccc(O)cc1)c1csc2c1CCCC2,6,0,-5,0.2,23,1,0.12,-6,-4
CCOc1cc(C(=O)Nc2ccc(F)cc2)cc(Br)c1OC,2,2,-2,-0.5,11,10,0.063,/,-1
Cc1ccc(-c2nnc(-c3ccncc3)n2-c2ccc(C)cc2)cc1,-2,5,-23,0.8,-33,8,/,-8,-1
CCOC(=O)c1c(NC(=O)c2ccc(N3C(=O)[C@@H]4[C@H](C3=O)[C@H]3C=C[C@@H]4C3)cc2)sc2c1CCCC2,-10,-5,-21,0.0,-107,-4,-0.18,4,-10

# Continued (2 carried over from the part before).
SMILES,Thrombin inh,FXIa inh 1536,Furin inhibitor,PERK inhibitor,m-calpain inh,FXIIa inh,KCC2 mod,Rad51 HR inh,KLK5 inh
Cc1ccc(-c2nnc(-c3ccncc3)n2-c2ccc(C)cc2)cc1,-2,5,-23,0.8,-33,8,/,-8,-1
CCOC(=O)c1c(NC(=O)c2ccc(N3C(=O)[C@@H]4[C@H](C3=O)[C@H]3C=C[C@@H]4C3)cc2)sc2c1CCCC2,-10,-5,-21,0.0,-107,-4,-0.18,4,-10
CCOc1cc(/C=N/NC(=O)CSc2nncn2C)ccc1OC(=O)c1ccc(Cl)cc1,-10,8,4,0.0,10,7,-1.8,-3,-19
CC(C)(C)NC(=O)NC(=O)COC(=O)Cc1ccc(Cl)cc1Cl,-6,1,-12,0.2,17,9,0.38,11,5
O=C(NCc1cccnc1)/C(=N\O)c1ccccc1,1,5,-15[20 µM],-0.2,-4,10,/,4,-29
Nc1ncnc(SCc2c(F)cccc2Cl)n1,-1,6,-15,1.2,7,10,-1.3,-7,3
Cc1ccccc1-c1cc(C(=O)Nc2sc(C(=O)OC(C)C)c(C)c2C#N)c2ccccc2n1,5,4,-2[20 µM],1.2,-155,16,-0.77,-4,4
COc1cccc(-n2c(CN3CCN(c4ccccn4)CC3)nc3ccc([N+](=O)[O-])cc3c2=O)c1,-7,-3,-11,1.1,-20,2,-0.66,-1,-4
COc1cccc(C=Nc2ccccc2C#N)c1O,-8,6,-12,1.1,-24,7,-0.95,-1,-16
CCCCS/C(=C(/C#N)C(N)=O)c1cc2c([nH]1)CCCC2,2,7,-4,-0.1,25,13,/,3,-19
Cc1ccc2[nH]c(=O)c(CN(C(=O)c3cccs3)c3ccccc3)cc2c1,-3,0,-17,-0.4,19,6,0.51,-2,-3
CSc1ccccc1C(=O)NCCSC(C)(C)C,-12,-4,-25[20 µM],1.8,19,11,0.83,6,-8
CC1(C)CC(=O)C(C(=S)Nc2ccccc2)=C(NC2CC(C)(C)NC(C)(C)C2)C1,2,1,-14,-0.2,11,-2,0.076,0,-17
Cc1nc(Nc2cccc(O)c2)c2c3c(sc2n1)CCC3,-6,-2,-21,-0.8,-10,6,-0.45,-13,1
CCOc1ccc(NC(=O)Nc2ccc(Cc3ccncc3)cc2)cc1,-2,0,-24,-2.3,-21,6,-0.16,9,1
C/C(=N\NC(=O)c1cc(C)nc2ccccc12)c1ccco1,3,4,-5,-0.3,17,12,0.76,2,5
CCn1c(SCC(=O)N/N=C/c2ccc(OC)c(OC)c2)nc2ccccc21,-2,2,-17[20 µM],-0.8,-5,7,-1.5,2,3
S=C1NCN(C2CCCCC2)CN1CCc1ccccc1,-5,4,-28,0.4,24,7,1.4,25,-6
Cc1ccc2oc(=O)c3cnn(CC(=O)N4CCc5ccccc5C4)c3c2c1,-5,-6,-17,/,-6,-2,-1.9,0,-1
COc1ccc2c(=O)c(N3C(=O)c4ccccc4C3=O)c(C)oc2c1,-5,-4,-4,-0.6,17,-6,/,4,-2
C=CCn1c(SCC(=O)NCc2ccco2)nc2ccccc2c1=O,-2,-3,-16,-0.5,-12,4,-1.5,/,-1
Cn1c(SCC(=O)N/N=C/c2ccco2)nc2ccccc21,-4,-1,-18,1.8,13,8,0.015,/,/

# KCC2 mod, what is marked active above
Structure | FXIa inh 1536 | Furin inhibitor | PERK inhibitor | m-calpain inh | FXIIa inh | KCC2 mod | KLK5 inh
CCOC(=O)c1cnc(-n2nc(C)cc2C)nc1NNc1ncc(-c2ccccc2)cn1 | -4 | -10 | 0.1 | -3 | 3 | 8.5* | -29

# Continued.
SMILES,Thrombin inh,FXIa inh 1536,Furin inhibitor,PERK inhibitor,m-calpain inh,FXIIa inh,KCC2 mod,Rad51 HR inh,KLK5 inh
CCn1cc(SCC(=O)N2CCc3ccccc32)c2ccccc21,-6,0,-8,-0.2,17,4,-0.68,8,5
Cc1ccc(NC(=O)C(OC(=O)c2cc(C)oc2C)c2ccccc2)cc1 (stereo unspecified),-12,-2,-15,-0.3,25,9,0.72,-1,-4
O=C(Cc1ccc(S(=O)(=O)N2CCOCC2)s1)Nc1ccccc1Br,0,3,-11,-1.0,-8,7,/,-6,0
Cc1c(Cl)cccc1NC(=S)N(CCN(C)C)C(C)c1ccccn1 (stereo unspecified),-3,1,-14,0.2,8,-1,0.48,-1,-6
COc1ccccc1CNC(=O)/C=C/C(=O)O,-10,-5,-23,-0.3,12,4,0.2,4,-9
CCC(=O)N1c2ccccc2C(N(C(C)=O)c2ccccc2)CC1C (stereo unspecified),2,5,-18[20 µM],-0.5,-12,11,-2.2,-40,-1
CC(=O)Nc1ccc(NC(=O)Cc2sc(C)nc2-c2ccc(C)cc2)cc1,-1,10,-11,-0.1,-8,7,0.84,1,-12
Nc1nnc(SCCCC(=O)c2ccc(Br)cc2)s1,0,4,-16,0.3,-4,5,-0.32,15,-4
Cn1c(CCNC(=O)C(C)(C)C)nc2ccccc21,-2,-3,-22,0.1,-29,7,1.2,0,14
Cc1cccc(N2CCN(C(=O)C3CCN(S(=O)(=O)c4cccc5nsnc45)CC3)CC2C)c1 (stereo unspecified),-7,-2,-9,-1.3,-181,15,0.067,-4,-16
O=C(CN1CCOCC1)N/N=C/c1ccco1,-13,-3,0,0.5,-34,7,0.049,-15,-13
CC1CC(C#N)N(N(C)C)C1=C(C#N)C#N (stereo unspecified),-1,1,-17,-0.5,-8,5,0.37,-11,0
COc1ccc(CN(C(=O)c2nsc(Cl)c2Cl)C(C(=O)NC2CCCC2)c2ccc(C)cc2)cc1 (stereo unspecified),3,6,-28,-0.6,20,11,-0.5,-3,-18
O=C(CSc1nnc(Cc2ccccc2)o1)NCCN1C(=O)CSC1=O,-5,2,-14,0.5,-9,18,/,6,-3
COc1ccc(NC2SC(=O)N(C)C2=O)cc1 (stereo unspecified),0,1,-28,1.2,-24,14,0.1,5,5
O=C(N/N=C/c1cc([N+](=O)[O-])ccc1O)c1cc(-c2ccccc2)nc2ccccc12,-5,-6,-1,0.3,-4,0,-1.7,-11,-14
Fc1cc2nccnc2cc1N1CCSCC1,-2,3,-15[20 µM],0.4,-31,14,0.66,/,1
COc1ccc2c(c1)O[C@H](c1ccc3c(c1)OCO3)[C@@H](OC(=O)N[C@H]1CCCc3ccccc31)C2=O,4,8,-10,0.0,-34,15,0.97,2,-7
O=C(CCN1C(=O)C2C3C=CC(C3)C2C1=O)Nc1ccc(F)cc1 (stereo unspecified),4,-3,-10,-0.1,-1,22,/,13,-22
Cc1ccc(C(=O)NS(=O)(=O)c2ccc(C)cc2)cc1,-4,2,-15,1.0,-8,6,-0.38,19,1
Cc1cc(S(=O)(=O)Nc2cccnc2)c(C)s1,-1,5,-11,0.0,-7,11,/,-3,4
O=S(=O)(Nc1nc2ccc(S(=O)(=O)N3CCCC3)cc2s1)c1ccc(F)cc1,-8,-8,-10[20 µM],-0.8,-259,-7,-0.43,-3,-12
Fc1ccccc1Cc1ccc(Cl)nn1,0,-5,-12,0.8,27,0,0.37,4,-10
COc1cc2c(cc1OC)C(/C(C#N)=N\O)=NC(C)(C)C2,0,5,3[20 µM],0.1,-23,10,1.8,1,4
COc1ccc(C2C(C(=O)Nc3ccccn3)=C(C)Nc3ncnn32)c(OC)c1 (stereo unspecified),0,6,-16,0.8,-41,17,0.44,-10,-5
COc1ccccc1NC(=S)NCCc1ccc(Cl)cc1,1,-1,-17[20 µM],0.1,21,15,-0.58,-1,-10
O=C1c2cccc(O)c2C(=O)c2c(O)cccc21,3,5,-8,0.8,-3,9,0.4,-8,-9
Cc1[nH]c2ccccc2c1-c1nc2ccccc2[nH]1,-1,-2,-14,0.2,-9,11,-0.18,-15,4

# High-throughput results deposited in PubChem by several laboratories.
